Vif-A3G inh – qHTS for Inhibitors of Vif-A3G Interactions: qHTS. 410,000 tested, 0.076% active. AID 602310, 2012. Potency, µM (series often up to 46.1 µM), without a hit: at the highest dose activity, negative = active, most hits filed as inhibitors. HeLa A3G-eYFP + Vif (tagged APOBEC3G with the HIV-1 protein that degrades it), YFP fluorescence, overnight. DNA dC->dU-editing enzyme APOBEC-3G (Homo sapiens), Q9HC16;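 also: potency is read from the fitted curve at half-maximal effect; % is scaled to controls: 0 for no effect and ±100 for the full control effect; nearly all actives have a fitted effect of over 60% in size; hits raise eYFP signal because A3G escapes Vif-driven loss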
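HeLa cells stably expressing Vif and C-terminally eYFP-tagged A3G, seeded overnight at 37 deg C, then exposed to compound by pintool overnight at 37 deg C. Rise in yellow fluorescence (Ex 488/Em 500-530, Acumen) marks blocked Vif-driven A3G degradation.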
IDH1 R132H inh – qHTS for Inhibitors of mutant isocitrate dehydrogenase 1 (IDH1): qHTS | Potency, µM (titrated, usually from 76.6 µM), without a hit: at the top dose activity change, negative = inhibition, actives largely listed as inhibitors | IDH1-R132H enzyme, NADPH consumption, diaphorase/resazurin fluorescence | Isocitrate dehydrogenase [NADP] cytoplasmic (Homo sapiens), O75874 | 390,000 tested, 0.093% active | AID 602179, 2012; also: potency is read from the fitted curve at half-maximal effect; % is scaled to controls: 0 for no effect and ±100 for the full control effect; nearly all actives have a fitted effect of over 65% in size
Target sequence (O75874 whole entry R132H, stated change not applied): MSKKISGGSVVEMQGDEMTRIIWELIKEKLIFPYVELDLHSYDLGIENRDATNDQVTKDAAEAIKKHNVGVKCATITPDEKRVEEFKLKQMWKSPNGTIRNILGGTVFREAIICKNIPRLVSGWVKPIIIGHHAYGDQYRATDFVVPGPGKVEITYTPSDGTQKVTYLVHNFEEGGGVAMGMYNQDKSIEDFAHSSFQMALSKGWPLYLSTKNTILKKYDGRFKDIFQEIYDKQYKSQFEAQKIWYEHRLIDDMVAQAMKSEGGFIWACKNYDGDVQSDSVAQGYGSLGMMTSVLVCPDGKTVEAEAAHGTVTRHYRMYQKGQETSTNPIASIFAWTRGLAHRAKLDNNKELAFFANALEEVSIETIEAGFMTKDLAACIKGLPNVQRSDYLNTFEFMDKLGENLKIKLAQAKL
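IDH1-R132H (0.5 ug/mL) preincubated 30 min with compound, then NADPH (0.016 mM) and alpha-KG (2 mM) added; 80 min at RT, pH 7.5. Remaining NADPH coupled via diaphorase/resazurin to fluorescence (540/590 nm); concentration-response curves normalized to no-enzyme control.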
Glioma ERSR ind – qHTS for Inducers of the Endoplasmic Reticulum Stress Response (ERSR) in Human Glioma: qHTS | Potency, µM, without a hit: at the highest dose activation, actives largely listed as activators | 420,000 tested, 0.02% active | U87-MG GRP78 promoter luciferase reporter, 16 h; also: potency is read from the fitted curve at half-maximal effect; series mostly up to about 76 µM; % of control where 0% means no effect; nearly all actives have a fitted effect of over 35% in size
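ERSR induction read as luciferase luminescence (Bright-Glo, 10 min at room temperature) in stably transfected human U87-MG glioma cells exposed to compounds for 16 h, using GRP78 as sensor.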
TrxR1 substrate – qHTS Assay for Substrates of Mammalian Selenoprotein Thioredoxin Reductase 1 (TrxR1): qHTS. Thioredoxin reductase 1, cytoplasmic (Rattus norvegicus), O89049. purified TrxR1 substrate turnover, NADPH consumption readout. Potency, µM (highest dose often 114 µM), inactives show at the highest dose activity change, negative = substrate turnover. 390,000 tested, 0.01% active; also: potency is read from the fitted curve at half-maximal effect; % is scaled to controls: 0 for no effect and ±100 for the full control effect; nearly all actives have a fitted effect of over 50% in size
Target sequence (O89049 whole entry, looked up): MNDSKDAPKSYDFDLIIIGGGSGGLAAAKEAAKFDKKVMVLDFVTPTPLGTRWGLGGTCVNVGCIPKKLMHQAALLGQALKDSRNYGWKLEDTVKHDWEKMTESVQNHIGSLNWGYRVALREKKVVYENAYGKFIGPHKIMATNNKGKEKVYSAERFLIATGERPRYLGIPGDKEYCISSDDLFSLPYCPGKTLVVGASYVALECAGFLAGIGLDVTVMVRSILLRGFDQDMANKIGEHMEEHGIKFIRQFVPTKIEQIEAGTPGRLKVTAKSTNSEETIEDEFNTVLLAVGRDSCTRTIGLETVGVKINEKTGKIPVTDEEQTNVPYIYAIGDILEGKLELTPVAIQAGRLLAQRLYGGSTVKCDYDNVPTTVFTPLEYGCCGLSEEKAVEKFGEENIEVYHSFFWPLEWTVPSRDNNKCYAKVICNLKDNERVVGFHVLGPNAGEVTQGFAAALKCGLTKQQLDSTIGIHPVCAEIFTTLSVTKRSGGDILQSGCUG
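Rat TrxR1, dispensed at 90 nM, was prereduced with 400 uM NADPH (final) for 5 min at ~22 deg C, then incubated with compound 15 min before 400 uM selenite. A first-read NADPH fluorescence drop versus no-compound background flagged substrates.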
USP1-UAF1 inh – Inhibitors of USP1/UAF1: Primary Screen | recombinant USP1/UAF1, Ub-Rhodamine cleavage fluorescence | 390,000 tested, 0.23% active | AID 743255, 2014 | Potency, µM (titrated, usually from 57.1 µM), for the others: at the highest dose activity change, negative = inhibition, hits mostly inhibitors; also: potency is read from the fitted curve at half-maximal effect; % is scaled to controls: 0 for no effect and ±100 for the full control effect; nearly all actives have a fitted effect of over 60% in size; inactives centre near -12
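USP1/UAF1 complex (1 nM) preincubated 15 min at room temperature with compound, then Ub-Rho substrate (150 nM final) added. Kinetic fluorescence at 480/540 nm over 6 reads at 60 s intervals; 50 mM HEPES pH 7.8, 0.5 mM EDTA, 0.1 mg/ml BSA, 1 mM TCEP, 0.01% Tween-20.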
RGS4 inh – Inhibitors of Regulator of G Protein Signaling (RGS) 4: qHTS | Regulator of G-protein signaling 4 (Homo sapiens), P49798 | Transcreener GDP fluorescence polarization, RGS4-accelerated GTP hydrolysis | 390,000 tested, 0.039% active | Potency, µM (doses to about 114 µM), for inactives: at the highest dose activity change, negative = inhibition, actives largely listed as inhibitors | AID 504845, 2011; also: potency is read from the fitted curve at half-maximal effect; % is scaled to controls: 0 for no effect and ±100 for the full control effect; nearly all actives have a fitted effect of over 75% in size; some results filed as inactive show a strong effect at the top dose
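MLSMR compounds (23 nl, pin-transferred) preincubated 10 min at room temperature with a 500nM (2x) first reagent, then RGS4 at 900nM (2x) plus Transcreener GDP mix added; fluorescence polarization (620/688 nm) read before and after 90 min at 30 °C.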
Vif-APOBEC3F blk – qHTS for Inhibitors of Vif-A3F Interactions: qHTS; HeLa A3F-eYFP + Vif (tagged APOBEC3F with the HIV-1 protein that degrades it), YFP fluorescence increase; Potency, µM (doses to about 46.1 µM), for the others: at the highest dose activity, negative = active; 390,000 tested, 0.2% active; also: potency is read from the fitted curve at half-maximal effect; % of control where 0% means no effect; nearly all actives have a fitted effect of over 65% in size
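HeLa cells stably expressing A3F-eYFP plus Vif, plated and incubated overnight at 37 deg C, then exposed to compounds overnight at 37 deg C. Blocked degradation read as raised yellow fluorescence (Ex 488/Em 500-530).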
LDHA inh – qHTS assay for inhibitors of human lactate dehydrogenase. purified LDHA, NADH/diaphorase-resazurin fluorescence; hits give low values. activity change, % (values are at about 110 or 230 µM). 480,000 tested, 0.15% active. AID 1347041, 2019; in the data active = activity change below about -30%; inconclusive = mostly about -25% to -30%;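 also: plate controls were DMSO wells for no effect and wells without enzyme for full effect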
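Enzyme activity of human lactate dehydrogenase 5 (2 nM; 0.06 mM NADH, 0.2 mM pyruvate, 5 min, RT) is measured via a resazurin/diaphorase fluorescence readout of residual NADH.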
rTrxR1 inhibitor – qHTS Assay for Inhibitors of Mammalian Selenoprotein Thioredoxin Reductase 1 (TrxR1): qHTS | Thioredoxin reductase 1, cytoplasmic (Rattus norvegicus), O89049 | Potency, µM (highest dose often 114 µM), without a hit: at the highest dose activity change, negative = inhibition, actives largely listed as inhibitors | 390,000 tested, 1% active | recombinant rTrxR1, NADPH fluorescence consumption, selenite substrate; also: potency is read from the fitted curve at half-maximal effect; % is scaled to controls: 0 for no effect and ±100 for the full control effect; nearly all actives have a fitted effect of over 65% in size
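Rat TrxR1 (90 nM in the dispensed reagent) was pre-reduced with 400 uM NADPH for 5 min at room temperature, then incubated with compound for 15 min. After 400 uM selenite was added, NADPH fluorescence (Ex 340/Em 450 nm) was followed for 8 min.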
* hit, by the source's call; ? = inconclusive; · = no result given; & = joins results of further samples; [ ] = another dose, or the depositor's remark. Unless noted, calls follow the shape of the dose curve; as a rule, active = well fitted curve in the direction sought with a large enough effect; inconclusive = small, poorly fitted or top-dose-only effect, or another doubt; inactive = no such curve, though single readings can be large; an effect the other way counts as inactive or inconclusive. Only part of the results is shown; the hit share may differ from the screen's.

Molecule | Vif-A3G inh | IDH1 R132H inh | Glioma ERSR ind | TrxR1 substrate | USP1-UAF1 inh | RGS4 inh | Vif-APOBEC3F blk | LDHA inh | rTrxR1 inhibitor
CC(C)(C)NC(=O)CSc1nc(-c2ccccc2)c(-c2ccccc2)[nH]1 | -18% | 3% | -2% | 1% | -20% | 3% | 0% | -4 | 6%
O=C1C(Cl)=C(N2CCOCC2)C(=O)N1c1cccc(Cl)c1 | -1% | -1% | -6% | -12% | -11% | ? | 2% | 1 | ?
O=C(CSc1ccccc1F)NCC1(N2CCCCC2)CCCCC1 | -7% | 14% | -1% | 11% | -16% | -18% | 1% | -1 | 9%
COc1ccc(C(O)P(=O)(OCCC(C)C)c2ccc(N(C)C)cc2)cc1OC (stereo not given) | -5% | -3% | -5% | 5%[57.1 µM] | -15% | 4% | -12% | -10 | 10%[57.1 µM]
CCOc1ccc(CC(=O)NCc2cn3c(C)csc3n2)cc1 | 1% | -15% | -3% | 9%[57.1 µM] | -15% | -1% | 6% | -16 | 3%[57.1 µM]
CCc1ccc(NC(=O)Cn2c(=O)n(CCCC(=O)NCc3ccco3)c(=O)c3ccccc32)cc1 | -1% | 0% | -2% | 18% | -3% | -18% | 0% | 1 | 11%
CC(C)CCn1c(COc2ccccc2)n[nH]c1=S | 3% | -9% | -5% | -10% | -14% | 21% | -2% | 4&-4 | -10%
CCOc1ccc(S(=O)(=O)N2CCC(C(N)=O)CC2)c2ccccc12 | 1% | 2% | -2% | 10%[57.1 µM] | -6% | 14% | -8% | -1 | -3%[57.1 µM]
CCOC(=O)c1ccc2c(c1)N(Cc1cccc(OC)c1)C(=O)c1ccccc1S2(=O)=O | -3% | 10% | -3% | -3%[57.1 µM] | -17% | -19% | 1% | -1 | 9%[57.1 µM]
Cc1ccc(S(=O)(=O)NCCC(=O)OCC(=O)Nc2ccccc2Cl)cc1 | 3% | -4% | 0% | -2% | -26% | -8% | -9% | -3 | 6%
Cc1ccc(-c2c(C(=O)N/N=C/c3ccoc3)nnn2-c2nonc2N)cc1 | -15% | 0% | -5% | 2% | -13% | 15% | -4% | -6 | 22%
Cc1ccc(Cn2nnc3c(=O)n(CC(=O)NCC4CCCO4)cnc32)cc1 (stereo not given) | 1% | 2% | 1% | 5%[57.1 µM] | -6% | -6% | 2% | -6 | 15%[57.1 µM]
C/C(=N\O)C1(C)N(O)C(C)(C)C(c2ccco2)=[N+]1[O-] (stereo not given) | -7% | 5% | -3% | -4% | -4% | -26% | -1% | -4 | 12%[57.1 µM]
O=C(N/N=C/c1cnc2ccccc2n1)c1cccc(F)c1 | 1% | 5% | 7% | -5% | 2% | -18% | 0% | 1 | -2%
COc1ccc(OC)c(CCNC(=O)CCn2ccc3cc(S(=O)(=O)N4CCCC4)ccc32)c1 | 4% | -15% | -4% | 4%[57.1 µM] | -15% | 4%[56.9 µM] | -3% | -3 | 15%[57.1 µM]
CC(C)=CCC/C(C)=C/CN(CC(C)O)CC(C)O (stereo not given) | 0% | -5% | 0% | 2% | -5% | -1% | 1% | -15 | 22%
O=C1Nc2cc(C(=O)NCCCN3CCOCC3)ccc2S/C1=C/c1ccccc1F | 2% | -15% | -5% | -2% | -15% | 9% | 0% | -9 | 11%
CC(C(=O)O)N1C(=O)CSC1=S (stereo not given) | 2% | -15% | -2% | -8% | -6% | 0%[11.4 µM] | 8% | 3 | 19%[57.1 µM]
O=C1c2cccnc2C(=O)N1Cc1ccc(F)cc1 | 3% | 0% | 11% | 3% | -13% | -29% | -10% | 1 | 5%
O=C(CCNC(=O)c1ccc(Br)cc1)Nc1ncccc1O | -1% | -3% | 0% | -2% | -18% | 3% | -3% | 0 | 16%
CC(C)CNC(=O)c1ccccc1NC(=O)c1ccc(CN2CCOCC2)cc1 | 1% | 0% | -2% | -1% | -2% | 16% | -3% | -1 | -9%
Cc1cc(C)c(S(=O)(=O)NCCc2cc3cc(C)c(C)cc3[nH]c2=O)c(C)c1 | 4% | 5% | -1% | 1% | -17% | -4% | 0% | -8 | 8%
CCOc1ccccc1Nc1sc(C(=O)c2ccccc2)c(N)c1C(=O)Nc1ccccc1 | -14% | 42%[activator] | -1% | 5%[57.1 µM] | -25% | -16% | -9% | -5 | 22%[57.1 µM]
CCC(C)NC(=O)c1cc(Sc2cccc(Cl)c2)nc2ccccc12 (stereo not given) | 0% | 10% | -5% | 3%[57.1 µM] | ? | 22% | 2% | 1 | 5%[57.1 µM]
COc1ccc(OC)c(C(Cc2ccnc3ccccc23)Cc2ccnc3ccccc23)c1 | -11% | · | -4% | 0% | · | · | · | 0 | 27%
COC(=O)C1=C(N)Oc2cc(C)n(C)c(=O)c2C1c1ccc(Cl)c(Cl)c1 (stereo not given) | 1% | -3% | -5% | -7% | 3% | -13% | -9% | -7 | -4%
COc1ccc(C)cc1NC(=O)Nc1ccncc1 | -1% | 0% | -6% | 2% | -21% | -1% | 2% | 0 | 17%
O=C(CC1SC(N2CCCC2)=NC1=O)Nc1ccc(C(=O)Nc2ncccc2O)cc1 (stereo not given) | -3% | 12% | ? | -6% | -24% | -19% | -10% | 5 | -3%
COc1ccc(CN=C2Nc3ccccc3CS2)cc1 | -1% | -3% | 5% | -3% | -8% | 6% | -5% | 0 | 3%
O=C(Nc1ccc(F)cc1)N1CCN(c2ccccc2F)CC1 | 0% | -2% | -2% | 0% | 6% | -6% | 3% | -2 | -5%
CCOc1ccc(C(=O)N2CCN(c3ccccn3)CC2)cc1OCC | 0% | 5% | 0% | 14% | -8% | -21% | -4% | -6 | 9%[57.1 µM]
Cc1ccc(Cl)cc1-n1ncc2c(NNC(=O)c3ccco3)ncnc21 | 2% | 0% | -2% | 9%[57.1 µM] | -3% | -22% | 14% | 2 | 24%[57.1 µM]
CC1(C)C(=O)CCC2(C)C1=CCC1C2C(=O)CC2(C)C1CCC2(O)C(=O)CO (stereo not given) | 0% | 6% | -2% | 8%[57.1 µM] | -3% | -2% | -8% | -4 | 13%[57.1 µM]
Cc1cc(NC(=O)c2cccc3ccccc23)cc(C)c1OCC(=O)N1CCOCC1 | -6% | 8% | 1% | -3% | -22% | -5% | 2% | -1 | 9%
Cc1cc(C)c(C#N)c(SCc2cn3ccccc3n2)n1 | -2% | 10% | -2% | 5%[11.4 µM] | 5% | -17% | 0% | -8 | 24%
COC(=O)[C@@]1(Cc2ccc(F)cc2)[C@H]2c3cc(C(=O)N(C)C)n(CCc4ccccn4)c3C[C@H]2CN1C(=O)c1ccccc1 | -3% | -2% | -1% | 7%[57.1 µM] | 0% | 7% | 8% | 0 | -5%[57.1 µM]
O=C(Nc1ccc(C(=O)NN2C(=O)c3ccccc3C2=O)cc1)c1ccccc1 | 0% | 3% | -5% | 6%[0.0914 µM] | 6% | 22% | -7% | 6 | 5%[57.1 µM]
COC(=O)c1sc(NC(=O)c2ccncc2)nc1C | 0% | 4% | 0% | 5%[57.1 µM] | -17% | -2% | -6% | -3 | 0%[57.1 µM]
Cc1ccc(S(=O)(=O)N2CCCCC2)cc1NC(=O)c1cc2ccccc2o1 | 3% | 3% | -3% | -3% | -26% | 4% | -1% | -2 | -1%
COc1ccc(C(=O)Oc2c(Sc3ccc(C)cc3)c(C)nn2C(C)(C)C)c(OC)c1 | -15% | 30% | -4% | -6% | -1% | 30% | 3% | -1 | 22%
Cn1c(SCC(=O)Nc2cccc3ccccc23)nc(O)cc1=O | -1% | 7% | -3% | 3% | -23% | -48% | 2% | 0 | 7%
CC1Cc2ccccc2N1CC(=O)Nc1ccc2c(c1)OC(F)(F)O2 (stereo not given) | -3% | 5% | -8% | -14% | -10% | -12% | -7% | -4 | -4%
CSc1ccc(Cl)c(C(=O)N2CCN(c3ncccn3)CC2)c1 | -9% | -15% | -1% | 4% | -6% | 8% | 2% | -3 | 1%
Cc1cc(NS(=O)(=O)c2ccc(NC(=O)CSc3nc4ncc(Cl)cc4[nH]3)cc2)nc(C)n1 | 2% | 4% | -2% | 2% | -24% | 12% | 6% | -1 | 13%
CC(=O)Nc1ccc(NC(=O)CSc2nc(C)nc3sc(C)c(C)c23)cc1 | 0% | -2% | 6% | -19%[57.1 µM] | -3% | -28% | -30% | -2 | 16%[57.1 µM]

Screening data: PubChem, National Center for Advancing Translational Sciences (NCATS)
